High-throughput results as filed in PubChem BioAssay.
L major viab: inhibitors of Leishmania major promastigote growth | Leishmania major promastigotes, resazurin fluorescence viability | inhibition, % at 10 µM | actives 9% (n = 200,000) | AID 1063; in the data active = inhibition above about 50%;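 note: promastigotes grown with compound for 44 hours at 28 °C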
PMI activator: increases human mannose-6-phosphate isomerase activity; AID 1214; actives 0.005% (n = 190,000); activation factor at 20 µM; P34949; purified human PMI, coupled resazurin fluorescence, 20 min; active compounds read high; 1 = vehicle control, 0 substrate-free wells;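 active = activation factor of 2 or more at 20 µM, relative to plate controls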
Target sequence (P34949 whole entry, looked up): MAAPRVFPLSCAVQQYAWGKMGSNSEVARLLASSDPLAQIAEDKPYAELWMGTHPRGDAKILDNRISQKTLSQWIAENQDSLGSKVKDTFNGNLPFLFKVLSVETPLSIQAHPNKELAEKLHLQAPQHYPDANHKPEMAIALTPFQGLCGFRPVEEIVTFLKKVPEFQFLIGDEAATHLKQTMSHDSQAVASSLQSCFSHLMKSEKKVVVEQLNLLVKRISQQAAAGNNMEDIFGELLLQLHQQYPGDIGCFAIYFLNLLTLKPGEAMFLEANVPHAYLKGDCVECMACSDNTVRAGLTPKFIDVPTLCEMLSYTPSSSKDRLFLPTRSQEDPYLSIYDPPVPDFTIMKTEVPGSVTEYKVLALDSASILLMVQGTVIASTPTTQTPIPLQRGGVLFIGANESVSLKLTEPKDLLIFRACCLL
TNAP inh hiacc: blocks human TNAP under high phosphate acceptor concentration; P05186; purified TNAP, CDP-star luminescence, 1 M DEA; inhibition, % at 20 µM; actives 0.03% (n = 200,000); AID 1135;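 active = over 50% inhibition of tissue-nonspecific alkaline phosphatase at 20 µM in the single-dose screen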;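 note: plate controls were DMSO wells for no effect and EDTA-quenched wells as full inhibition for full effect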
Target sequence (P05186 whole entry, looked up): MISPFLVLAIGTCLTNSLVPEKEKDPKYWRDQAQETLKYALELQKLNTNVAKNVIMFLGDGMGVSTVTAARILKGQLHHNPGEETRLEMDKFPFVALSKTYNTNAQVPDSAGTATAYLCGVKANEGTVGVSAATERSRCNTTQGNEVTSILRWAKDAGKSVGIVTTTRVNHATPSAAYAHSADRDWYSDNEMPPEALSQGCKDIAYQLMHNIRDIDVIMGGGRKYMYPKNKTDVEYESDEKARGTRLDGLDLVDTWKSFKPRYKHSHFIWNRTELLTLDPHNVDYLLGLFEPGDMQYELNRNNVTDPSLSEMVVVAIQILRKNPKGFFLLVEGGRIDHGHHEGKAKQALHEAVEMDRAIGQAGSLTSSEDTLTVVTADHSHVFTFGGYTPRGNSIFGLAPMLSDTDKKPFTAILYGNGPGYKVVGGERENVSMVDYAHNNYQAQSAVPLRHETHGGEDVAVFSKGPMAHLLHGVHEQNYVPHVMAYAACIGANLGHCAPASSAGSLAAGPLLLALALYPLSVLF
TNAP act hiacc: activators of human TNAP at high phosphate acceptor concentration; purified TNAP, CDP-star luminescence, 1 M DEA, 30 min; active compounds read high; 0 = EDTA background, 1 = DMSO-only activity; activation factor at 20 µM; 200,000 tested, under 10 active;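 active = activation factor at least 2 at 20 µM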
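Measured by: Luminescent substrate turnover signal | Test system: Human TNAP | Input: TNAP 1/800 final | Dosing: 20 µM single point | Schedule: 30 min, room temperature | Controls: EDTA wells as negative control, DMSO wells as positive control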
TNAP inh no acc: TNAP (human) inhibition, acceptor-free conditions; P05186; purified TNAP, CDP-star luminescence, 30 min; inhibition, % at 20 µM; actives 0.26% (n = 200,000); AID 1012;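 active = tissue-nonspecific alkaline phosphatase inhibition above about 50% at 20 µM in the single-dose screen, limit read from the data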;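 note: 0% = DMSO negative control and 100% = EDTA positive control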
bIAP inhibitor: intestinal alkaline phosphatase (bovine) inhibition; purified bovine IAP, CDP-star luminescence, 30 min; 190,000 tested, under 10 active; AID 1019; inhibition, % at 20 µM;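 active = over 50% inhibition of intestinal alkaline phosphatase at 20 µM in the single-dose screen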
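Assay system – bovine IAP enzyme · Quantity – bovine IAP at 1/65,000,000 final dilution · Detection – CDP-star luminescence signal · Times – 30 min reaction at room temperature · Also added – CDP-star substrate at 30 µM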
Diaph act CS: activates diaphorase or chemically reduces, flagging diaphorase assay artifacts | Diaphorase/resazurin coupled assay, resorufin fluorescence, 16 min; active compounds read high; 1 = vehicle wells, 0 = NADH-free wells | actives 0.005% (n = 190,000) | activation factor at 20 µM | AID 1229;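 active = diaphorase activity raised at least twofold by the compound at 20 µM; inactive = activation factor below 2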
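Material: Clostridium kluyveri diaphorase, purified enzyme; Quantity: enzyme 0.07 U/mL final; Medium: HEPES pH 7.4 buffer with MgCl2 and Tween 20; Dosing: single compound dose of 20 µM, 1% DMSO final; Schedule: 16 min reaction at room temperature; Measured by: red resorufin fluorescence at 544/590 nm excitation/emission.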
bIAP activator: intestinal alkaline phosphatase (bovine) activation. AID 1016. activation factor at 20 µM. actives 0.17% (n = 200,000). purified bovine IAP, CDP-star luminescence, 30 min; active compounds read high; fold of DMSO-control signal, blank-subtracted;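 active = activation factor of 2 or more at 20 µM, a signal rise over negative controls twice the positive control's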
Diaphorase inh: inhibits diaphorase or chemically oxidizes, flagging diaphorase assay artifacts. diaphorase resazurin-to-resorufin fluorescence, NADH, 16 min; bacterial (C. kluyveri) enzyme, not human. inhibition, % at 20 µM. actives 0.69% (n = 190,000). AID 1217;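 active = primary screen inhibition at 20 µM above a set limit, cut at about 50% in these data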;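 note: plate controls were DMSO with full reaction for no effect and wells lacking NADH for full effect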
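System: Diaphorase enzyme from Clostridium kluyveri | Amount: Enzyme working solution with 0.14 U/mL diaphorase | Benchmarks: No-NADH positive control and DMSO neutral control | Signal: Fluorescence of resorufin formed from resazurin, Ex 544/Em 590 nm | Schedule: 16-min room-temperature incubation before reading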
PMI act hi M6P: increases human PMI activity with near-saturating mannose 6-phosphate; actives 0.34% (n = 190,000); AID 1216; activation factor at 20 µM; P34949; coupled PMI enzyme assay, resazurin fluorescence, 20 min; active compounds read high; 1 = untreated enzyme, 0 = substrate-free blank;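 active = activation factor of 2 or more at 20 µM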
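assay system = human phosphomannose isomerase with PGI, G6PDH, diaphorase coupling enzymes | quantity = 15 ng/mL PMI | incubation = enzyme reaction with compound 20 min at room temperature | medium = HEPES pH 7.4 buffer with MgCl2 and Tween-20 | compound dosing = one concentration, 20 µM, in 1% DMSO | measured by = Diaphorase-driven resazurin-to-resorufin fluorescence, excitation 544, emission 590 nm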
Numbers without * were called inactive. Not a hit list (roughly 10% active in at least one column).

SMILES | L major viab | PMI activator | TNAP inh hiacc | TNAP act hiacc | TNAP inh no acc | bIAP inhibitor | Diaph act CS | bIAP activator | Diaphorase inh | PMI act hi M6P
COc1ccc(N2CCN(c3nc(Cl)nc(Nc4ccc(F)cc4)n3)CC2)cc1 | 15 | 1 | -4 | 1 | -7 | 6 | 0.9 | 0.9 | 6 | 1
CC(C)(C)NC(=O)C(c1ccc(O)cc1)N(C(=O)Cn1nnc(-c2ccc(F)cc2)n1)c1ccccc1F (configuration not stated) | 27 | 0.9 | 0 | 1 | 8 | -11 | 0.9 | 1.1 | 13 | 0.9
COC(=O)c1[nH]c2ccc(C)cc2c1NC(=O)NC1CCCCC1 | -1 | 1 | 1 | 1 | -3 | 14 | 0.9 | 0.9 | 5 | 1
Cc1ccccc1NC(=O)COc1ccc(Br)cc1C | -7 | 1 | -4 | 1 | -17 | -14 | 0.9 | 1.1 | 10 | 1
Cc1nn(C(C)C(=O)NCC2CCCO2)c(=O)c2cc3occc3n12 (configuration not stated) | -12 | 0.9 | -4 | 1 | -13 | 7 | 0.9 | 0.9 | 8 | 0.9
COc1ccc(N=Nc2nc3cc(Br)c(Br)cc3n2C)c(OC)c1 | 34 | 1.6 | 15 | 0.8 | 22 | 24 | 0.9 | 0.8 | 14 | 2.1*
Cc1ccc(C)c(NC(CC(=O)c2ccccc2)C(=O)OCC(=O)c2cccs2)c1 (configuration not stated) | 17 | 0.8 | -1 | 1 | -16 | 10 | 0.7 | 0.9 | 29 | 0.8
C#CCOCCOCCOCCNc1nc(N2CCN(C(=O)[C@H]([C@@H](C)CC)n3cc([C@@H](N)CC(C)C)nn3)CC2)nc(N2CCN(C(=O)[C@H](CCCCN)n3cc([C@@H](N)CO)nn3)CC2)n1 | -2 | 1.2 | -10 | 1.1 | -14 | -24 | 1.3 | 1.2 | -27 | 1.3
CCn1c(C)c(C(C)=O)c(N2CCN(c3cccc(Cl)c3)CC2)nc1=S | -5 | 1.4 | -1 | 1 | 0 | 28 | 0.7 | 0.7 | 33 | 1.9
NC(=O)c1ccc(/C=N/O)nc1 | -5 | 1.1 | -3 | 1 | -12 | -5 | 1.1 | 1.1 | -7 | 1.1
Cc1c(N/C(=N/S(=O)(=O)c2ccc(F)cc2)c2ccccc2)c(=O)n(-c2ccccc2)n1C | -3 | 1 | 1 | 1 | -6 | 0 | 0.9 | 1 | 6 | 1
O=C(Nc1ccc2ccccc2c1)c1onc2c1CCCC2 | 16 | 1 | -3 | 1 | -11 | 10 | 0.9 | 0.9 | 10 | 1
O=C(N/C(=C\c1cccs1)C(=O)N1CCOCC1)c1cccs1 | -8 | 1 | 1 | 1 | -3 | -9 | 1 | 1.1 | 0 | 1
O=C(CN1CCCCCC1)N/N=C/c1cccc(Cl)c1Cl | 62* | 1.2 | -4 | 1 | -12 | 14 | 0.9 | 0.9 | 10 | 1
CCOc1cccc(OCCCOc2cccc3cccnc23)c1 | 7 | 1 | -1 | 1 | -15 | -38 | 0.9 | 1.4 | 14 | 0.9
O=C(c1ccco1)N1CCN(S(=O)(=O)c2cccc(C(F)(F)F)c2)CC1 | -2 | 1 | -6 | 1.1 | -12 | 1 | 0.9 | 1 | 12 | 1
COC(=O)C1=C(C(=O)OC)SC2(S1)C(C(=O)OC)=C(C(=O)OC)SC1=C2c2cc(C)ccc2NC1(C)C | 26 | 0.4 | -5 | 1.1 | -6 | -10 | 0.9 | 1.1 | 11 | 1
Cc1cccc(OCC(=O)Nc2cccc(C(=O)Nc3ccccc3C(=O)O)c2)c1 | 19 | 0.9 | 2 | 1 | -22 | 11 | 0.9 | 0.9 | 12 | 1
O=C(O)c1cccc(N/N=C/c2cccs2)c1 | 34 | 1.2 | -3 | 1 | -7 | 2 | 0.9 | 1 | 11 | 1.1
Cc1ccc(S(=O)(=O)NC(=O)NCc2ccccc2)cc1 | -8 | 1 | -1 | 1 | -9 | 10 | 0.9 | 0.9 | 10 | 1
CCOC(=O)c1nn(C23CC4CC(CC(C4)C2)C3)c2c1C(=O)N(c1ccc(C)cc1)C2=O | -4 | 0.9 | -3 | 1 | -1 | -2 | 0.9 | 1 | 15 | 0.9
COc1ccc(/C(C)=N/Nc2ncc(Cl)cc2Cl)c(O)c1 | 14 | 1 | 6 | 0.9 | -46 | 20 | 1 | 0.8 | 4 | 0.9
Cc1ccc(NC(=O)CN2CCC(C(=O)c3ccc4c(c3)OCCO4)CC2)cc1 | 17 | 0.9 | -6 | 1.1 | -4 | 6 | 0.8 | 0.9 | 18 | 0.9
Cc1ccn2cc(CNC(=O)c3cccs3)nc2c1 | -5 | 1 | -3 | 1 | 2 | 9 | 0.9 | 0.9 | 6 | 1
COC(=O)CC1SC(=O)NC1=Nc1ccccc1 (configuration not stated) | -6 | 1 | 0 | 1 | 4 | -1 | 0.9 | 1 | 5 | 1
OCC(O)CNC(=S)NC1CCCCC1 (configuration not stated) | -7 | 1 | -9 | 1.1 | -13 | 7 | 0.9 | 0.9 | 12 | 1.1
COc1ccc(/C(N)=N/OC(=O)c2cccc([N+](=O)[O-])c2)cc1 | 0 | 1.1 | 0 | 1 | -7 | 0 | 1 | 1 | 0 | 1.1
Cc1c(NC(=O)CN2CCN(C(=O)c3ccco3)CC2)c(=O)n(-c2ccccc2)n1C | -6 | 1.2 | -7 | 1.1 | 2 | -3 | 0.9 | 1 | 6 | 1.1
COC(=O)CSc1nc(C2CC2)nc2ccccc12 | -8 | 1.1 | -8 | 1.1 | -13 | 12 | 0.9 | 0.9 | 12 | 1
Cc1cccc(NC(=O)c2cc(N3CCOCC3)nc3ccccc23)c1 | -2 | 0.9 | -7 | 1.1 | -8 | -12 | 0.7 | 1.1 | 27 | 0.9
COc1cc(/C=C/C(=O)N2CCCc3ccccc32)cc(OC)c1OC | 50* | 1.1 | -3 | 1 | -8 | -2 | 1 | 1 | 4 | 1.1
O=C(Cc1ccccc1)N1CCC(O)(c2cccnc2)CC1 | -7 | 0.9 | 3 | 1 | -8 | 5 | 1 | 0.9 | 3 | 1
CCN(CC)S(=O)(=O)c1ccc(N(C)Cc2cccc(OC)c2OC)nc1 | 9 | 0.9 | -1 | 1 | -6 | -10 | 0.9 | 1.1 | 13 | 0.9
O=C(c1ccccc1)N1CCN(C2CCCCC2)CC1 | -5 | 1.1 | 1 | 1 | -5 | -42 | 0.8 | 1.4 | 16 | 1.1
COc1ccc(CCN(C)C(=S)NC(=O)c2ccc(F)cc2Cl)cc1OC | -4 | 1 | -5 | 1 | -12 | 1 | 0.8 | 1 | 16 | 1
COc1ccc(N2CC(C(=O)Nc3cc(C)on3)CC2=O)cc1 (configuration not stated) | -3 | 0.9 | -5 | 1 | -7 | 3 | 1 | 1 | -2 | 0.9
Cc1ccc(CC(=O)NCC(c2ccco2)N(C)C)cc1C (configuration not stated) | 11 | 1.1 | -5 | 1.1 | -4 | -7 | 1.2 | 1.1 | -18 | 1
CC(C)c1ccccc1NC(=O)COC(=O)/C=C/c1cccc([N+](=O)[O-])c1 | -6 | 0.9 | -2 | 1 | 1 | 3 | 0.8 | 1 | 15 | 0.9
Cc1[nH]c2ccccc2c1C(=O)CNc1nccs1 | -1 | 0.8 | 0 | 1 | 23 | 3 | 0.9 | 1 | 9 | 1
COC(=O)c1ccc(-c2ccco2)n1Cc1cc(C)ccc1C | -5 | 1 | 0 | 1 | -12 | 6 | 0.9 | 0.9 | 9 | 1.1
Cc1nc(-c2ccccc2)sc1C(=O)O | 0 | 1.1 | -6 | 1.1 | -13 | -22 | 1.2 | 1.2 | -15 | 1.1
Cc1nc(N)[nH]c(=O)c1CCC(=O)OCC(C)C | -3 | 1.2 | -3 | 1 | -14 | 5 | 0.9 | 1 | 7 | 1.2
Cc1occc1-c1n[nH]c(=S)n1C | 0 | 1.2 | -4 | 1 | 10 | 2 | 1 | 1 | 3 | 1.1
N#C/C(=C\c1ccc(C#N)cc1)C(=O)N1CCCC1 | -3 | 1 | -4 | 1 | -6 | -7 | 1 | 1.1 | -2 | 0.9
CC1=C(C#N)C(c2ccc(O)cc2)C2=C(CCCC2=O)N1 (configuration not stated) | -4 | 1 | 0 | 1 | -7 | -9 | 0.8 | 1.1 | 16 | 0.9
COCCNC(=O)NC(=O)COC(=O)c1cc([N+](=O)[O-])ccc1Sc1nc(C)cs1 | 4 | 1 | -4 | 1 | -10 | 11 | 1 | 0.9 | 4 | 1
CC(Sc1nnc2c(n1)C1(C)CCC2C1(C)C)C(=O)Nc1ccccc1 (configuration not stated) | -2 | 1.1 | -2 | 1 | -5 | -3 | 1.1 | 1 | -6 | 1.1
CC(=O)N1CCN(c2ncnc3sc(-c4ccccc4)cc23)CC1 | 18 | 1.3 | -4 | 1 | -13 | 2 | 1 | 1 | -2 | 1.1

Gathered by group, those above containing a furan ring, fused or not
SMILES | L major viab | PMI activator | TNAP inh hiacc | TNAP act hiacc | TNAP inh no acc | bIAP inhibitor | Diaph act CS | bIAP activator | Diaphorase inh | PMI act hi M6P
Cc1nn(C(C)C(=O)NCC2CCCO2)c(=O)c2cc3occc3n12 (configuration not stated) | -12 | 0.9 | -4 | 1 | -13 | 7 | 0.9 | 0.9 | 8 | 0.9
O=C(c1ccco1)N1CCN(S(=O)(=O)c2cccc(C(F)(F)F)c2)CC1 | -2 | 1 | -6 | 1.1 | -12 | 1 | 0.9 | 1 | 12 | 1
Cc1c(NC(=O)CN2CCN(C(=O)c3ccco3)CC2)c(=O)n(-c2ccccc2)n1C | -6 | 1.2 | -7 | 1.1 | 2 | -3 | 0.9 | 1 | 6 | 1.1
Cc1ccc(CC(=O)NCC(c2ccco2)N(C)C)cc1C (configuration not stated) | 11 | 1.1 | -5 | 1.1 | -4 | -7 | 1.2 | 1.1 | -18 | 1
COC(=O)c1ccc(-c2ccco2)n1Cc1cc(C)ccc1C | -5 | 1 | 0 | 1 | -12 | 6 | 0.9 | 0.9 | 9 | 1.1
Cc1occc1-c1n[nH]c(=S)n1C | 0 | 1.2 | -4 | 1 | 10 | 2 | 1 | 1 | 3 | 1.1
